Bioassay records as filed in PubChem.
tim23-1 inh: inhibits growth of tim23-1 mutant yeast; hit rate 1.3% among 330,000; inhibition, % at 20 µM; S. cerevisiae tim23-1 growth, BacTiter-Glo luminescence, 24 h; AID 463212;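 active means growth inhibition of the mutant yeast at or above 50%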;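 further: temperature-sensitive mutant grown at 25 °C; plate controls were DMSO-treated mutant yeast for no effect and medium wells lacking yeast for full effect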
APJ antagonist: blocks the human apelin receptor APJ. CHO-K1 APJ beta-arrestin complementation, luminescence. inhibition, % at 20 µM. P35414. hit rate 0.32% among 330,000. AID 2521;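 active means inhibition above about 40% at 20 µM, limit read from the data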;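 further: cells challenged with 10 nM apelin-13 agonist together with compound; plate controls were apelin-13 plus DMSO wells for no effect and DMSO wells lacking apelin-13 for full effect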
CHOP UPR activ: activators of apoptotic arm of unfolded protein response (CHOP); CHO-CHOP luciferase reporter, UPR activation, luminescence; percent of tunicamycin response over DMSO baseline; activation, % at 10 µM; hit rate 0.34% among 330,000; AID 449763;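 active means at 10 µM dose, activation of 40% or more, normalized to positive control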;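 further: 100% = tunicamycin at 10 µg/mL and 0% = DMSO alone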
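Assay system: CHO-CHOP cells, stable luciferase reporter of PERK-eIF2a-CHOP signalling / Buffer or medium: F12 plus 10% serum / Compound dosing: one dose, 10 µM in 0.5% DMSO / Times: 6 h compound treatment, 37 °C / Technique: luciferase luminescence / Read-out: % reporter activation, DMSO baseline versus tunicamycin full activation / Benchmarks: tunicamycin and DMSO controls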
CXCR6 inh: blocks human CXCR6 beta-arrestin recruitment; CHO-K1 PathHunter CXCR6 beta-arrestin, luminescence; inhibition, % at 20 µM; hit rate 0.36% among 360,000; AID 602244; in the data active means inhibition above about 34%, passing the limit was not always enough;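 further: antagonist mode with CXCL16 agonist at 10 nM final; 0% = 10 nM CXCL16 with DMSO and 100% = unstimulated wells without agonist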
CCR6 antagonist: CCR6 (human) receptor antagonism. P51684. CHO-K1 CCR6 PathHunter beta-arrestin, luminescence, CCL20-stimulated. inhibition, % at 20 µM. hit rate 0.49% among 340,000;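 active means compounds whose inhibition of the agonist-driven luminescence signal at 20 µM reaches about 50%, limit read from the data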;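 further: cells stimulated with CCL20 at 14 nM final; plate controls were DMSO with CCL20 for no effect and DMSO without agonist for full effect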
EBI2 block: EBI2 (human) antagonism; P32249; EBI2 beta-arrestin recruitment, luminescence, 7a,25-OHC stimulated; inhibition, % at 5 µM; hit rate 0.81% among 360,000; AID 651636; in the data active means inhibition above about 38%;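 further: enzyme fragment complementation signal reports receptor beta-arrestin coupling in cells; 0% = agonist plus DMSO wells and 100% = wells without agonist; some results beyond the cut were filed as inactive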
Mdm2 MdmX PPI: human Mdm2/MdmX binding inhibition; AID 485346; SaOS-2 split-luciferase Mdm2/MdmX complementation, luminescence; O15151+Q00987; inhibition, % at 8 µM; hit rate 3% among 330,000;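 active means inhibition of at least 50% at 8 µM in the primary screen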
Target sequence (O15151 whole entry, looked up): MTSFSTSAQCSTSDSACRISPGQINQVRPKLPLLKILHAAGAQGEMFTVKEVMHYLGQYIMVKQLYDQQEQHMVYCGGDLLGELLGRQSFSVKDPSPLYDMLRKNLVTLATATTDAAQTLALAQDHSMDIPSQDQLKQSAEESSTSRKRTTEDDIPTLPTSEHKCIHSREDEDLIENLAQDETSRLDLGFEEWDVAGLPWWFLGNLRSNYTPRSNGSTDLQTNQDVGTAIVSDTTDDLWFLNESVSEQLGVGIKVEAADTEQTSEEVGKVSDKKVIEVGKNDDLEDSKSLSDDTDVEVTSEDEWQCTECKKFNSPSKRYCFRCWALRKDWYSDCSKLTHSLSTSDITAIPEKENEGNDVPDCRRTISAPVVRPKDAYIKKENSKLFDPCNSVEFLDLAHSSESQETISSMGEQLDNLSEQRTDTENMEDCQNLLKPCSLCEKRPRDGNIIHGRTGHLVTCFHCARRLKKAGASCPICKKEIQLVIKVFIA
Target sequence (Q00987 whole entry, looked up): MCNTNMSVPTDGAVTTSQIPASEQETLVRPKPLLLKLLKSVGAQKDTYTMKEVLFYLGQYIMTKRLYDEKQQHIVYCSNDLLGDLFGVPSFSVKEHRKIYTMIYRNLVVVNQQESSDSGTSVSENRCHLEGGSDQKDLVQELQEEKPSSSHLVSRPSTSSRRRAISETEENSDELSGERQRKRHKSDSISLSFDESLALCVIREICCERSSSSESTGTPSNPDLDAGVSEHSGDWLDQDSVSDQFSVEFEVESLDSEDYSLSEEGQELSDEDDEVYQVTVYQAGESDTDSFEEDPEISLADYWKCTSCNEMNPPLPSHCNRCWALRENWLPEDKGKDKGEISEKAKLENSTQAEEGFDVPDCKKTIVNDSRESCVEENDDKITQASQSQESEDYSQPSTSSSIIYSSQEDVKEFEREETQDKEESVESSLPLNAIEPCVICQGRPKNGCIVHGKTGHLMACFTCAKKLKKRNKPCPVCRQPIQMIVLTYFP
UPR XBP1 act: adaptive UPR (XBP1) activation; CHO-XBP1 luciferase reporter, IRE1-XBP1 UPR activation, luminescence; percent of tunicamycin response, DMSO as zero; activation, % at 20 µM; hit rate 0.33% among 330,000; AID 463104;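 active means versus positive control, 20 µM dose yields 30% or more activation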;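 further: 100% = tunicamycin at 10 µg/mL and 0% = DMSO only wells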
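Material: CHO cell line with stable XBP1 luciferase reporter; buffer or medium: F12 medium containing 10% fetal bovine serum; compound: single point, 20 µM final compound, 1% DMSO; incubation: 6 h treatment, 37 °C; measured by: glow luminescence from Steady-Glo reagent; evaluation: activation, % of tunicamycin; control set: tunicamycin high, DMSO low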
APJ agonist: APJ receptor agonism; P35414; CHO-K1 APJ PathHunter beta-arrestin, luminescence; 0% DMSO wells, 100% apelin; activation, % at 20 µM; hit rate 0.11% among 330,000; AID 2520;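 active means activation more than six SD over the plate average, tested at 20 µM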;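 further: 0% = DMSO alone and 100% = apelin-13 at 10 nM; some results filed as inactive read as strong as hits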
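Assay system: CHO-K1 cells stably expressing ProLink-tagged human APJ and arrestin–beta-gal acceptor. Compound dosing: 20 µM single point, 1% DMSO. Times: 16-18 h seeding, 90 min dark compound exposure, 60 min detection. Detection: beta-gal luminescence. Evaluation: APJ–arrestin association signal. Controls: negative DMSO alone, positive Apelin-13 at 10 nM.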
An asterisk follows results filed as active; . = no result given. An excerpt; rates above refer to the full screens.

SMILES	tim23-1 inh	APJ antagonist	CHOP UPR activ	CXCR6 inh	CCR6 antagonist	EBI2 block	Mdm2 MdmX PPI	UPR XBP1 act	APJ agonist
O=C(CN1CCCC1)Nc1sc2c(c1C(=O)Nc1ccccc1)CCCC2	21	21	2.7	-1	12	-6	27	-4	5
CCCCOc1ccccc1C(=O)NCC(=O)O	-2	14	-2.3	-7	0	-12	14	0	-4
COc1ccccc1NC(=O)CCc1nc2ccccc2s1	13	6	0.4	-2	-2	8	-24	-3	-3
Cc1ccc(NC(=O)NC2=N/C(=C(/C#N)C(=O)N3CCCC3)c3ccccc32)cc1	2	-2	7.8	6	15	12	24	4	1
COc1cccc(C(C(=O)NC2CCCC2)N(C(=O)c2ccco2)c2cccc(C(C)=O)c2)c1OC (stereo unspecified)	19	13	0.4	0	-2	-2	-16	3	-1
Cc1ccc(NC(=O)CNC(=O)c2cccs2)c(O)c1	-8	10	3.7	-1	-15	4	13	-2	3
COCC1CCN(C(=O)CC2C(=O)NCCN2Cc2cccc(Oc3ccccc3)c2)CC1 (stereo unspecified)	12	5	-0.6	6	8	-8	7	-1	-1
CC1CCCCC1NC(=O)c1cncc(Br)c1 (stereo unspecified)	2	21	2.1	1	2	-1	22	-1	5
CC(C)C1C(C#N)=C(N)Oc2n[nH]c(-c3ccc4ccccc4c3)c21 (stereo unspecified)	15	11	-1.7	-5	1	29	57*	2	-5
CCOC(=O)C1(Cc2ccccc2C)CCCN(C(=O)CCn2nccc2C)C1 (stereo unspecified)	21	6	-1.1	9	3	-6	-9	2	2
COc1ccccc1N1CCN(CC(O)COc2ccc(C)c(C)c2)CC1 (stereo unspecified)	-6	18	1.1	-3	-1	23	-13	9	-1
COc1cc(/C=N/NS(=O)(=O)c2ccc3ccccc3c2)ccc1OCc1ccc(C(=O)O)cc1	22	2	-3.9	10	-3	6	50	-3	-3
NCC(=O)NCC(=O)NC[C@H]1O[C@@H](n2cnc3c(N)ncnc32)[C@H](O)[C@@H]1O	33	.	3.0	0	21	-4	23	-1	.
Cc1cccc(C)c1NC(=S)N(CCN(C)C)C(C)c1ccccn1 (stereo unspecified)	2	-9	0.6	-8	10	-12	15	1	-4
Cc1ccc(NC(=O)C2C3C=CC4(O3)C2C(=O)N(CCN2CCOCC2)C4C(=O)NC2CCCCC2)cc1C (stereo unspecified)	6	-1	1.0	-1	11	-7	-9	-2	-2

By substructure, the compounds so far with a COOH group
SMILES	tim23-1 inh	APJ antagonist	CHOP UPR activ	CXCR6 inh	CCR6 antagonist	EBI2 block	Mdm2 MdmX PPI	UPR XBP1 act	APJ agonist
CCCCOc1ccccc1C(=O)NCC(=O)O	-2	14	-2.3	-7	0	-12	14	0	-4
COc1cc(/C=N/NS(=O)(=O)c2ccc3ccccc3c2)ccc1OCc1ccc(C(=O)O)cc1	22	2	-3.9	10	-3	6	50	-3	-3

Continuation.
SMILES	tim23-1 inh	APJ antagonist	CHOP UPR activ	CXCR6 inh	CCR6 antagonist	EBI2 block	Mdm2 MdmX PPI	UPR XBP1 act	APJ agonist
Cc1ccc(C)n1-c1ccc(N2CCOCC2)cc1	-7	6	0.4	1	7	-3	16	0	-1
CC(C)c1nnc(NC(=O)CCc2ccccc2)s1	7	-24	0.5	0	9	-3	-4	2	-1
CC(=O)N1CCOc2ccc(S(=O)(=O)Nc3cccc(C)c3)cc21	-4	7	0.5	-6	-6	-4	16	-3	-4
CN(C)CCCNC(=S)N1CCC(c2nc3ccccc3[nH]2)CC1	2	-1	0.9	2	8	-13	24	-4	2
Cc1ccc2cc3c(N)c(C(=O)N4CCOCC4)sc3nc2c1	9	19	3.9	0	6	-12	-20	0	-6
Cc1ccc(S(=O)(=O)NC(C(=O)Oc2ccc3c(C)c(Cl)c(=O)oc3c2)c2ccccc2)cc1 (stereo unspecified)	32	-23	-0.2	-14	-26	5	19	0	0
Cc1c(NC(=O)C(C)OC(=O)CCc2ccccc2)c(=O)n(-c2ccccc2)n1C (stereo unspecified)	8	5	0.7	-9	-8	-11	-5	-2	-1
CCN1CCN(CCOc2cccc(Cl)c2Cl)CC1	6	4	1.9	0	9	-9	-21	2	-3
COCCCNC(=O)CCn1c(=O)c2ccccc2n(CC(=O)NCCc2ccc(OC)c(OC)c2)c1=O	19	-39	1.3	-5	-1	6	-26	-2	-3
CCOC(=O)C1CCN(C(=O)CCC2CCCC2)CC1	9	13	0.7	8	7	0	4	-6	-2
COc1cc(NC(=O)NCC2CCN(Cc3ccccc3C)CC2)cc(OC)c1OC	-6	4	1.7	2	11	2	6	0	1
CCn1cc(C2=NOC(C(=O)Nc3c(C)nn(Cc4ccc(F)cc4)c3C)C2)c(C)n1 (stereo unspecified)	-15	5	-2.0	-6	0	-6	16	-3	-3
CCOC(=O)c1c(CN2CCCCC2C)oc2ccc(OC)cc12 (stereo unspecified)	23	-3	-1.3	-2	9	12	-3	-3	4
CCOC(=O)c1c(C)[nH]c(C(=O)COC(=O)CSCC(=O)N(CC)CC)c1C	25	-11	0.3	-5	11	-10	25	2	6
COc1cccc(NC(=S)N2CCN(S(=O)(=O)c3ccccc3)CC2)c1	22	5	0.0	4	7	-1	16	-4	-7
O=C(Cn1nc(-c2cccc([N+](=O)[O-])c2)c2ccccc2c1=O)Nc1cccnc1	-9	-4	-2.0	-5	-5	1	-10	0	0
C/C(Cl)=C/Cn1c(N2CCCC2)nc2c1c(=O)n(C)c(=O)n2C	13	0	-1.1	-11	-5	-4	6	2	3
Nc1nonc1C(=O)NCCNCc1ccccc1OCc1ccccc1F	12	7	-1.3	3	13	2	56*	-1	0
CCN1CCN(CCCNC(=O)c2ccc(NC(=O)C3=C(C)OCCS3)cc2)CC1	5	11	0.5	-9	2	-6	16	-7	-6
CC(=O)Nc1ccc(NC(=O)CNC(=O)c2sc3ccccc3c2Cl)cc1	15	9	-0.6	-3	18	8	18	-1	-3
Cc1cccc(NC(=O)c2c(F)c(F)c(F)c(F)c2F)c1	-1	9	1.1	-8	10	-17	17	-1	-1
COc1cccc(-n2c(=O)c3sccc3n(CC(=O)NCC3CCCO3)c2=O)c1 (stereo unspecified)	11	-9	2.9	10	2	1	-14	-2	1
C=CCN1C(=O)c2ccc(C(=O)N3CCN(S(=O)(=O)c4cccc(F)c4)CC3)cc2C1=O	-6	18	1.1	-4	0	1	18	2	-2
COC(=O)[C@@]1(Cc2ccccc2)[C@H]2c3cc(C(=O)N4CCCC4)n(Cc4ccsc4Br)c3C[C@H]2CN1C(=O)c1ccccc1	6	-1	-0.2	.	.	.	5	2	-4
Cc1ccc(S(=O)(=O)n2cnc3ccccc32)cc1[N+](=O)[O-]	4	-26	-0.4	2	6	-6	19	4	-4
COc1ccccc1NC1=NC(c2ccc(Cl)cc2)N=C(N)N1 (stereo unspecified)	2	17	-0.8	-2	3	1	31	-3	-4
CC1CN=C(N(C(=O)Nc2ccccc2)c2ccc(F)cc2)S1 (stereo unspecified)	22	-7	0.3	-2	6	-12	3	-3	-4
COc1ccccc1NS(=O)(=O)c1ccc2c(c1)NC(=O)C(C)S2 (stereo unspecified)	9	-23	0.1	-11	16	-3	4	-4	-7
O=C(O)c1ccc(Nc2nc3ccc(Cl)cc3[nH]2)cc1	-1	11	-1.3	-5	6	-2	19	-1	1
CCOC(=O)C1CCCN(C(=O)Nc2ccccc2)C1 (stereo unspecified)	-5	-7	-1.1	-1	-4	-4	24	-2	0
CC(Sc1nnc(C2CC2)n1C1CC1)C(=O)c1ccc(Br)cc1 (stereo unspecified)	18	17	0.9	11	8	-16	-1	0	-2
CCC(=O)N1CCc2nc(-c3ccccc3)sc2C1	7	4	2.0	-3	-6	-6	10	4	1
C/C(=N\NC(=O)C(O)c1ccccc1)c1ccc(Cl)cc1 (stereo unspecified)	2	7	0.4	7	4	-3	1	-1	-1
CCOC(=O)N1CCN(C(=O)/C(=C/c2ccccc2OC)NC(=O)c2ccccc2)CC1	-7	8	-2.0	-5	1	-9	-29	0	-2
Cc1n[nH]c(=S)n1Cc1ccccc1	10	4	-0.6	-5	-2	1	-10	0	3
Cc1nnc(NC(=O)CSC2CCCCC2)s1	35	19	1.8	-1	8	2	-12	0	-1
Cn1c(CNC(=O)c2ccccc2)nnc1SCC(=O)Nc1nccs1	0	-15	-0.3	2	9	-2	-6	-3	-1
COc1cc(OC)c(NS(=O)(=O)c2ccc(Cl)c(C(=O)OC(C)C(=O)N3CCCC3)c2)cc1Cl (stereo unspecified)	11	2	0.1	2	-2	-2	-1	-2	-2
O=C1NC(=O)N(Cc2ccccc2)C1=O	11	5	-0.3	-4	4	-3	-3	4	-5
O=C(CSc1nnnn1-c1ccccc1)NC1CCCc2ccccc21 (stereo unspecified)	17	12	-0.5	-9	11	10	-11	1	0
COC(=O)c1cc(CC(=O)c2ccc(O)cc2O)c(C)o1	25	-2	-0.6	-3	8	-4	-2	0	2
CCOc1ccccc1NC(=O)CSc1nc2cccnc2n1C	3	15	-0.9	-2	14	9	7	-2	-6
CC(CCc1ccccc1)NC(=O)CNC(=O)c1ccccc1Br (stereo unspecified)	17	11	0.8	-2	-3	3	0	-2	-7
Fc1ccccc1N=C1NN=C(c2ccccc2)CS1	20	15	1.7	4	17	22	-174	-1	-7
COc1ccc(C2=NN(C(=O)CCC(=O)O)C(c3ccccc3F)C2)cc1 (stereo unspecified)	9	3	2.5	5	-6	-6	13	1	-2
CCC(=O)NNC(=O)c1c(O)c2ccccc2[nH]c1=O	8	-3	0.2	-4	-6	-6	-19	-4	-1
CC1(C)Cn2c(nc(=O)c3c2NCN(CCc2ccccc2)C3)S1	5	0	-1.9	-1	.	-5	12	-1	0
O=C(Nc1ccccc1C(=O)O)c1ccc2ccccc2n1	13	0	0.7	1	-25	-8	1	0	-2
C[C@H](CO)N1C[C@H](C)[C@H](CN(C)S(=O)(=O)c2cn(C)cn2)Oc2ccc(NC(=O)Nc3ccc(C(F)(F)F)cc3)cc2CC1=O	8	0	-1.1	-1	6	-1	2	0	-1
COc1ccc(C(=O)Nc2cc(C)nn2-c2cccc(F)c2)cc1	20	-5	0.2	-6	-5	2	-6	-2	-4
Cc1cccc(C)c1-n1c(C)nn(CCOc2ccccc2)c1=O	30	1	-1.5	8	0	-10	13	0	-1
Cc1ccc(C)c(Cc2c(C)nc3c(C(=O)NCc4ccc5c(c4)OCO5)cnn3c2C)c1	26	17	2.0	.	.	.	10	0	-2
Cc1ccc(S(=O)(=O)NCC(=O)Nc2cccc([N+](=O)[O-])c2)cc1	3	6	-0.8	2	4	0	-4	-4	-3
COc1cc(Cl)ccc1S(=O)(=O)n1nc(C)cc1C	16	-8	-3.5	6	-3	-1	-10	-3	-3
COc1ccc(/C=C/C(=O)c2ccc(OC)cc2OC)c(OC)c1	18	-43	1.0	10	22	27	24	-3	0
